KB-3-1 cytotox – KB-3-1 parental cell cytotoxicity; Potency, µM (titrated, usually from 46.1 µM), without a hit: at the highest dose activity change, negative = cytotoxic, actives largely listed as cytotoxic; KB-3-1 viability, CellTiter-Glo ATP luminescence, 72 h; 400,000 compounds, 1.4% hits; AID 1347075; further: potency means the concentration at half of the fitted maximal effect; on the % scale 0 is the no-effect control and ±100 the full control effect; nearly all actives have a fitted effect of over 60% in size
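Multi-concentration cytotoxicity screen in KB-3-1 cells grown in DMEM lacking phenol red with 10% FBS. After 72 h at 37 °C with compound, ATP-dependent luminescence was recorded.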
HT1080 IDH1KD tx – kills HT-1080 cells with IDH1 knockdown. HT-1080 IDH1 knockdown viability, ATP luminescence, 48 h. Potency, µM (highest dose often 46.1 µM), without a hit: at the highest dose activity, negative = toxicity, most hits filed as cytotoxic. 360,000 compounds, 2% hits. AID 686971;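 further: potency means the concentration at half of the fitted maximal effect; 0% = DMSO wells and -100% = cell-free medium wells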
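Cytotoxicity counter-line: IDH1KD HT-1080, 48 h, CellTiter-Glo. Curves classed by r2, magnitude and activity.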
MCF10A rerep – inducers of DNA re-replication in MCF 10A breast cells. MCF 10A DNA re-replication, Hoechst nuclear intensity, 48 h. Potency, µM (series often up to 46.1 µM), for inactives: at the top dose activity, positive = re-replication, most hits filed as activators. 350,000 compounds, 2.9% hits; further: potency means the concentration at half of the fitted maximal effect; % of control where 0% means no effect; nearly all actives have a fitted effect of over 50% in size
ATXN2 expr inh – inhibitors of ATXN2 expression; Potency, µM (top dose mostly 57 µM), inactives show top-dose activity change, negative = inhibition, usual class: inhibitors; AID 1745845; 360,000 compounds, 0.72% hits; HEK-293 ATXN2-luciferase reporter, luminescence, 24 h; further: potency means the concentration at half of the fitted maximal effect; on the % scale 0 is the no-effect control and ±100 the full control effect; nearly all actives have a fitted effect of over 55% in size
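qHTS (up to 57 uM final) was run with 24 h compound exposure of reporter cells at 37 °C. Each well was multiplexed: SteadyGlo luminescence measured ATXN2-luciferase expression after a fluorogenic Gly-Phe-AFC viability readout (25 uM final).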
WRN helicase inh – inhibitors of human WRN helicase; WRN helicase unwinding, fluorescent forked duplex, kinetic; Potency, µM (highest dose often 114 µM), for inactives: at the highest dose activity change, negative = inhibition, most hits filed as inhibitors; AID 651768; 360,000 compounds, 0.46% hits; Q14191; further: potency means the concentration at half of the fitted maximal effect; on the % scale 0 is the no-effect control and ±100 the full control effect; nearly all actives have a fitted effect of over 55% in size
Target sequence (Q14191 whole entry, looked up): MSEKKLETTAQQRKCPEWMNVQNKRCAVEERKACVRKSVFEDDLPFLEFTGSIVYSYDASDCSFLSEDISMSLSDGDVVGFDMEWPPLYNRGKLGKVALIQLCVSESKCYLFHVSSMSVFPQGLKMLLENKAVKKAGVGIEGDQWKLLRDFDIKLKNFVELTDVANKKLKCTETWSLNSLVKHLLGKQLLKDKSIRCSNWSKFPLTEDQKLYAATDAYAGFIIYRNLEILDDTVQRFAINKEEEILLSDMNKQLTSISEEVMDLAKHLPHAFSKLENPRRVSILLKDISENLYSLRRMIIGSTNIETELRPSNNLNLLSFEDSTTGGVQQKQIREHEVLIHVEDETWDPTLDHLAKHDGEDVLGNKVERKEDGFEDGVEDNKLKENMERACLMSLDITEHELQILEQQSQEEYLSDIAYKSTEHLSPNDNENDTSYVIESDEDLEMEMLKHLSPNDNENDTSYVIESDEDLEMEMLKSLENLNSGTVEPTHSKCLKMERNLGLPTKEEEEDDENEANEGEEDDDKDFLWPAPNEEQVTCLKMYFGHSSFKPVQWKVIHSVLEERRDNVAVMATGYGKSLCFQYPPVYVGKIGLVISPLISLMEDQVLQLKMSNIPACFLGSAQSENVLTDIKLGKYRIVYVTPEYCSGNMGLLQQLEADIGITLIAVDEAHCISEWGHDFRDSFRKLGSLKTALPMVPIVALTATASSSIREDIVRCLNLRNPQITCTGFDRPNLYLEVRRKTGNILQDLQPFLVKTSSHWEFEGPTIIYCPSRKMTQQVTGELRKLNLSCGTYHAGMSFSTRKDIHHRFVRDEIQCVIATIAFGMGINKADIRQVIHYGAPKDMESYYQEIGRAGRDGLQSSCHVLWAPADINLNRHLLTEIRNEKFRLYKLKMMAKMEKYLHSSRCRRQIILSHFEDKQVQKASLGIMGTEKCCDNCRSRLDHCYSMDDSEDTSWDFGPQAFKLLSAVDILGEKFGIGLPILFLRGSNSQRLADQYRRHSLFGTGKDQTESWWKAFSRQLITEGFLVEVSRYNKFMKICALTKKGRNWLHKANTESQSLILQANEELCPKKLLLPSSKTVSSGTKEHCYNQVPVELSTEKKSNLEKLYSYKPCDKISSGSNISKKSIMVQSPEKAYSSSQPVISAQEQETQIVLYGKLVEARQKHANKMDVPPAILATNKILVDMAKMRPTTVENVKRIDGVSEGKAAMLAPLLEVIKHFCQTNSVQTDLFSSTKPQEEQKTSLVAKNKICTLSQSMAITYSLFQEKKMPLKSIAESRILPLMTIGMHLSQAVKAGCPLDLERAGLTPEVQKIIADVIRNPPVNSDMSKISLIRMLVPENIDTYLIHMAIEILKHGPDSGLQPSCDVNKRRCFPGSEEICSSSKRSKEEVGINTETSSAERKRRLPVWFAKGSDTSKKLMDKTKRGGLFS
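WRN at 20 nM final preincubated with compound 15 min at room temperature; reaction started with 100 nM fluorophore/quencher forked duplex oligonucleotide and 2 mM ATP final. Unwinding followed kinetically by red fluorescence (ex 525, em 598 nm).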
HT1080NT lethal – kills 2HG-producing HT-1080-NT fibrosarcoma cells. HT-1080-NT fibrosarcoma viability, CellTiter-Glo ATP luminescence, 48 h. Potency, µM (series often up to 46.1 µM), for inactives: at the highest dose activity, negative = less viability, actives largely listed as cytotoxic. 360,000 compounds, 1.6% hits;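 further: NT is the 2HG producing partner of a matched IDH1 knockdown line; potency means the concentration at half of the fitted maximal effect; 0% = DMSO-treated cells and -100% = media-only wells without cells; nearly all actives have a fitted effect of over 55% in size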
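Read-out is CellTiter-Glo luminescence after 10 minutes at room temperature, following 48 hours' compound treatment of HT-1080-NT cells (750 cells/well, RPMI, 5% FBS, 37 degrees C).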
KB-V1 cytotox – kills drug-selected multidrug resistant KB-V1 cells; KB-V1 MDR cells viability, CellTiter-Glo, 72 h; Potency, µM (series often up to 46.1 µM), inactives show top-dose activity change, negative = cytotoxicity, usual class: cytotoxic; 400,000 compounds, 3.4% hits; AID 1347076; further: potency means the concentration at half of the fitted maximal effect; on the % scale 0 is the no-effect control and ±100 the full control effect; nearly all actives have a fitted effect of over 60% in size
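Compound-treated KB-V1 multidrug-resistant cells, 72 h, 37 degrees C; viability by CellTiter-Glo. Fitted qHTS curves give the values.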
IL1B secr inh – inhibitors of inflammasome signaling (IL-1 beta secretion). activity change, % at 57.5 µM. AID 743279. THP-1 LPS/ATP IL-1B secretion, AlphaLISA, 16 h; active compounds read low. 360,000 compounds, 4.7% hits; in the data active means activity change below about -50%; inconclusive means mostly about -30% to -49%; further: on the % scale 0 is the no-effect control and ±100 the full control effect
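Secreted IL-1B measured by AlphaLISA bead assay after 16 h compound exposure of THP-1 cells; compounds (final up to 57.5 uM) added 1 h before LPS (250 ng/mL) and ATP (1.25 mM) stimulation; lower signal means less secretion.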
SW480 rerep – DNA re-replication induction in SW480 cells; AID 624297; 340,000 compounds, 1.8% hits; Potency, µM (doses to about 46.1 µM), without a hit: at the top dose re-replication activation, hits mostly activators; SW480 DNA re-replication, Hoechst DNA content imaging, 48 h; further: potency means the concentration at half of the fitted maximal effect; % of control where 0% means no effect; nearly all actives have a fitted effect of over 55% in size
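Quantitative HTS format with DMSO vehicle controls; 48 hr drug incubation at 37 C, then 40 min Hoechst staining and scanning imager measurement at 405 nm excitation.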
Active calls of the source: *; ? = inconclusive; . = not tested or not shown; & = joins results of further samples; [ ] = another dose, or the depositor's remark. Unless noted, the call rests on the fitted dose curve; in most records, active means well fitted curve in the direction sought with a large enough effect; inconclusive means small, poorly fitted or top-dose-only effect, or another doubt; inactive means no such curve, though single readings can be large; an effect the other way counts as inactive or inconclusive.

cpd	SMILES	KB-3-1 cytotox	HT1080 IDH1KD tx	MCF10A rerep	ATXN2 expr inh	WRN helicase inh	HT1080NT lethal	KB-V1 cytotox	IL1B secr inh	SW480 rerep
1	CCOc1ccc(N2CC(C(=O)NC3CCSC3=O)CC2=O)cc1 (configuration not stated)	6%	9%	-1%	17%	-21%	4%	0%	34	?
2	CCOCC(=O)Nc1nc2ccc(OCC)cc2s1	2%	-13%	13%	23%	-11%	-6%	-6%	-14	-4%
3	COc1ccc(C(=O)COC(=O)c2cc3ccccc3oc2=O)c(OC)c1	0%	11%	5%	-18%	-11%	14%	27%	21	?
4	COc1ccc(CCCC(=O)O)c(C)c1	-4%	3%	2%	-11%	-2%	-10%	0%	28	0%
5	O=C(NCCCN1CCOCC1)c1ccc2c(c1)N(Cc1cccc(F)c1)C(=O)c1ccccc1S2	-8%	-3%	-3%	.	-1%	-12%	0%	?	-4%
6	O=C(NCCCN1CCOCC1)C1CCC(=O)N1C1CCCCC1 (configuration not stated)	-4%	0%	-22%	-5%	6%	8%	5%	8	-2%
7	Cc1cc(C)c(C#N)c(SCC(=O)N2CCCCC2)n1	-2%	0%	-1%	4%	-1%	11%	4%	-8	-6%
8	N#CC1(C#N)C(c2ccccc2)OC23CCCCC2C1(C#N)C(=N)O3 (configuration not stated)	29%	0%	?	-12%	?	3%	-4%	-8	5%
9	O=C(COC(=O)CCSc1ccccc1)Nc1ccc(F)cc1Cl	12%	14%	?	-8%	-14%	10%	8%	14	-4%
10	Cc1ccccc1Cc1c(C)nc2ncnn2c1C	4%	19%	-3%	3%	4%	7%	?	36	-7%
11	O=[N+]([O-])c1ccc(CN2CCOCCOCCOCC2)cc1	17%	1%	2%	1%	-11%[57.1 µM]	-14%	4%	17	-4%
12	CCN(CC)CCN(C(=O)CCOc1ccccc1)c1nc2ccc(F)cc2s1	-5%	-2%	2%	.	-2%	-3%	-12%	-10	0%
13	COc1ccc(NC(=S)NCCc2ccc(Cl)cc2)c(OC)c1	-10%	-15%	3%	-17%	-2%	-17%	-23%	-10	-1%
14	CCN(CC)c1ccc(Nc2nc(Cl)ncc2Br)cc1	1%	-26%	17%	-13%	-8%	-19%	-5%	-14	-4%
15	Cc1ccccc1CNC(=O)CCC(=O)N1CCOc2ccccc21	29%	0%	0%	12%	-3%	8%	3%	-13	-12%
16	C=CCSc1nc2c(c(=O)[nH]c(=O)n2C)n1C/C=C(/C)Cl	-8%	-2%	16%	-5%	8%	-1%	13µM*	13	-8%
17	N=c1c[n+](-c2ccc(Cl)cc2)[n-]o1	14%	-22%	-1%	-9%	-28%[57.1 µM]	-10%	-5%	10	0%
18	Cc1ccc(NC(=O)C[n+]2ccccc2)cc1[N+](=O)[O-]	5%	1%	2%	5%	-1%	-2%	8%	27	-5%
19	Cc1ccc(Oc2nc(-c3cccnc3)nc3ccccc23)c([N+](=O)[O-])n1	?	-18%	7%	-21%	-7%	-13%	-19%	9	-3%
20	CCOC(=O)CC1=NN(c2ccccc2)C(=O)/C1=C\c1ccc(OC)cc1OC	-12%	-1%	10µM*	-17%	?	-23%	7%	0	?
21	CC/C(=N\NC(=O)c1c[nH]c2ccccc12)c1cccs1	0%	-7%	-18%	95%[activator]	8%	-6%	16µM*	14	-3%
22	CC(C)CNC(=S)NC1CC2CCCC(C1)N2Cc1cccs1 (configuration not stated)	-6%	?	-9%	?	-4%	?	-20%	-18	0%
23	CCOC(=O)C(NC(=O)c1ccccc1F)(Nc1cc(C)on1)C(F)(F)F (configuration not stated)	12%	6%	-2%	-2%	-29%	-1%	1%	2	103%
24	Cc1ccc(CS(=O)(=O)c2ccccc2-c2nnc(-c3ccc(Cl)cc3)o2)cc1	?	-19%	?	-18%	-31%[57.1 µM]	-15%	?	21	-2%
25	CN1CCN(c2c(F)cc3c(=O)c(C(=O)O)cn4c3c2OCN4C)CC1	3%	0%	11%&-1%	2%	6%	2%	1%	-7	-6%&5%

Single records, as listed above.
Cc1ccc(Oc2nc(-c3cccnc3)nc3ccccc23)c([N+](=O)[O-])n1 reads KB-3-1 cytotox: ?; HT1080 IDH1KD tx: -18%; MCF10A rerep: 7%; ATXN2 expr inh: -21%; WRN helicase inh: -7%; HT1080NT lethal: -13%; KB-V1 cytotox: -19%; IL1B secr inh: 9; SW480 rerep: -3%
CCOC(=O)C(NC(=O)c1ccccc1F)(Nc1cc(C)on1)C(F)(F)F (configuration not stated) reads KB-3-1 cytotox: 12%; HT1080 IDH1KD tx: 6%; MCF10A rerep: -2%; ATXN2 expr inh: -2%; WRN helicase inh: -29%; HT1080NT lethal: -1%; KB-V1 cytotox: 1%; IL1B secr inh: 2; SW480 rerep: 103%

Next section
cpd	SMILES	KB-3-1 cytotox	HT1080 IDH1KD tx	MCF10A rerep	ATXN2 expr inh	WRN helicase inh	HT1080NT lethal	KB-V1 cytotox	IL1B secr inh	SW480 rerep
26	COc1ccc(S(=O)(=O)N2Cc3ccccc3CC2C(=O)Nc2nccs2)cc1 (configuration not stated)	-25%	?	2%	42%[activator]	-20%	?	21µM*	16	-9%
27	CN(C)S(=O)(=O)c1ccc(Cl)c(NC(=O)CN2CCN(c3ccccn3)CC2)c1	-1%	18%	16%	-23%	-1%	14%	-28%	28	-4%
28	Cc1ccc2c(CC(=O)NCCc3ccc(S(N)(=O)=O)cc3)coc2c1	-2%	1%	2%	8%	-2%	10%	-5%	-5	-7%
29	CS(=O)(=O)NCCSCc1ccco1	2%	4%	-3%	5%	?	9%	11%	2	0%
30	O=C(Nc1cc(Cl)ccc1N1CCOCC1)c1ccc(N2CCCC2=O)cc1	?	-8%	18%	-9%	-12%	0%	-6%	15	?
31	COCc1cc(C)nc(SCc2ccc(Cl)cc2)c1C#N	-24%	2%	18%	23%	1%	7%	-3%	0	?
32	C=CCOC(=O)C1=C(C)NC(=O)NC1c1ccc(OCC)cc1 (configuration not stated)	-6%	-10%	-20%	7%	-20%	-2%	-8%	2	-11%[9.22 µM]
33	CCCCCCCCN1C(=O)[C@H](CC(=O)NCc2cccc(C(F)(F)F)c2)C[C@@]2(C(=O)OCC)CCCC=C12	?	15µM*	.	-8%	1%	-27%	?	-53*	.
34	CCOC(=O)Cc1nnc(NC(=O)Nc2ccccc2)s1	6%	-7%	2%	2%	9%	-3%	2%	12	-4%
35	COc1ccc2c(COC(=O)CNC(=O)C34CC5CC(CC(C5)C3)C4)cc(=O)oc2c1	22%	8%	?	-2%	-13%	3%	?	25	0%
36	CCOC(=O)Nc1cc(NC(=O)OCC)ncn1	2%	-5%	1%	0%	-1%	-5%	-5%	24	-12%
37	COc1ccc2c(c1OC)C(=O)OC2Nc1nc(-c2cc3cc([N+](=O)[O-])ccc3oc2=O)cs1 (configuration not stated)	12%	1%	-2%	5%	-3%	-1%	-19%	-13	?
38	O=C(O)C1=C[C@H](C2CC2)C[C@H](OCCCCO)O1	5%	11%	18%	0%	13%	9%	29%	4	-6%
39	O=C(Nc1cc(C(F)(F)F)ccc1F)C1CCCCC1	3%	6%	?	5%	-8%	-3%	-11%	26	-4%
40	COCC(=O)Nc1ccc2c(c1)[C@@H]1C[C@H](CC(=O)OC)O[C@@H](CO)[C@@H]1O2	15%	4%	.	3%	2%	0%	21%	19	.
41	Cc1ccc(S(=O)(=O)N(C)c2ccc3c(c2)C(=O)c2ccccc2-3)cc1	?	1%	.	13%	7%[57.1 µM]	0%	21µM*	33	.
42	COCCNC(=S)N1CCN(c2cccc(C(F)(F)F)c2)CC1	-6%	?	-2%	-36%	2%	-5%	0%	20	-6%
43	CCc1nc2c(OCCOC)cccn2c1N(C)C(=O)Nc1ccccc1OC	0%	24%	.	11%	-1%	-2%	-1%	-11	.
44	COC(=O)c1ccc(CSC2=NC[C@@H]3[C@@H]4C(=O)N(C)C(=O)[C@@H]4[C@](Cc4ccccc4)(C(=O)OC)N23)cc1	-2%	-2%	2%	-2%	-4%	-11%	-3%	-7	-2%[9.22 µM]
45	COc1ccc(CCN(C)C(=O)Cn2c(=O)oc3ccccc32)cc1OC	0%	0%	-6%	1%	7%[57.1 µM]	14%	-4%	24	-6%
46	O=C1C(=O)N(Cc2ccncc2)C(c2cccc(O)c2)/C1=C(\O)c1ccc2c(c1)OCCO2 (configuration not stated)	0%	20%	2%	-2%	-3%[57.1 µM]	6%	?	2	-9%
47	CCOc1ccc(CNC(=O)c2ccc(Sc3ccc(C)cc3)c(NC(C)=O)c2)cc1	-19%	-10%	?	8%	-21%	3%	?	-4	5%
48	CC(C)(C)NC(=O)CSc1nc2ccccc2c(=O)[nH]1	2%	-8%	11%	41%[activator]	-3%	-20%	-4%	7	3%
49	COC(=O)Nc1ccc2c(c1)N(C(=O)CCN1CCN3CCCC3C1)c1ccccc1CC2 (configuration not stated)	5%&3%	1%&1%	1%&11%	-6%&-1%	12%&0%	-6%&3%	1%&8%	-9&-16	2%[9.22 µM]
50	O=c1oc2c(CN3CCOCC3)c(O)ccc2c2ccccc12	-3%	7%	1%	0%	3%	0%	0%	-11	1%
51	CCCCNC(=S)NNC(=O)c1c(C)nc2ccccn12	12%	-1%	-1%	-31%	3%	19%	-24%	-5	-6%
52	COc1cc(/C=N/NC(=O)c2sc3nc(C)cc(C)c3c2N)ccc1O	-16%	?	15µM*	-22%	-10%	?	-1%	-89*	?

This is a random part of the collection; 12% or so of the library scored in one or more.
